Bioassay records (PubChem BioAssay)
SR-BI uptake up: SR-BI HDL lipid transfer activation; CHO ldlA[mSR-BI] cells, DiI-HDL uptake fluorescence, 3 h; 100 = double the neutral-control signal; activation, % at 12.5 µM; hit rate 0.096% among 320,000; AID 504775;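 active means mean replicate activation of at least 60% and every replicate at or above 60%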;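 further: 0% = median plate neutral-control signal and 100% = twice that signal; values of inactives mirror those of a sister screen read the other way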
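Assay system: CHO ldlA[mSR-BI] cells, LDL receptor-null, SR-BI overexpressing; medium: Ham's F12 with 0.5% BSA, HEPES 25 mM, pH 7.4; also added: DiI-HDL 10 µg/mL; timing: 3 h uptake period with compound, 37 °C; signal: DiI fluorescence, bottom read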
Rtt109 HAT inh: C. albicans Rtt109 histone acetyltransferase inhibition; inhibition, % at 34.9 µM; hit rate 0.16% among 330,000; purified Rtt109/Vps75, ThioGlo CoA-SH fluorescence, 4 h; AID 540336;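 active means inhibition of at least 50% in every replicate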
Target sequence (Q5AAJ8 whole entry, looked up): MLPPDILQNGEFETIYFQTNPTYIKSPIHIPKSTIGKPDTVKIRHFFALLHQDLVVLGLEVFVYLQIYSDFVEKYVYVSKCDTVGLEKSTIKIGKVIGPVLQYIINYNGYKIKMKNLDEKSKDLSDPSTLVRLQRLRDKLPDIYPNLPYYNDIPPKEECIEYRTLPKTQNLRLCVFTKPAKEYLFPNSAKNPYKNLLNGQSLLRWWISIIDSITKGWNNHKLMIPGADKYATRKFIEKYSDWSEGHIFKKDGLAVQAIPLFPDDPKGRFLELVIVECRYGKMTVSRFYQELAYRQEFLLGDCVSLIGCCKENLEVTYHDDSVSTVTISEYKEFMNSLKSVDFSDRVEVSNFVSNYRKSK
HTR5A ag ctr: counter-screen for OPRM1-OPRD1 agonists: human HTR5A agonism; P47898; HTR5A agonist assay, luminescence, cell-based; activation, % at 9.3 µM; hit rate 0.61% among 340,000; AID 504692; in the data active means activation mostly above about 9.5%, no sharp cut-off; inactive means mostly below about 7.6%;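 further: 0% = cells with vehicle only and 100% = reference agonist; strong numbers were not always called active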
cardiac RTF act: increases calcium sensitivity of human cardiac regulated thin filaments; P19429+P45379; IANBD-labeled TnC RTF fluorescence at EC20 calcium; 0% EC20 calcium, 100% full calcium; activation, % at 7.2 µM; hit rate 0.24% among 340,000; AID 493008;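 active means activation above the mean over all tested compounds plus 3 SD, cut at about 30% in these data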;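 further: rise in fluorescence read as greater calcium sensitivity of cardiac thin filaments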
CDK5 inh: blocks human CDK5/p35 kinase activity | inhibition, % at 10 µM | AID 488839 | hit rate 0.01% among 330,000 | Recombinant CDK5/p35, ADP-Glo luminescence, 60 min;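 active means highest replicate inhibition of at least 50% and at least 75% of replicates reaching 50%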;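 further: plate controls were DMSO neutral control for no effect and GW8510 at 10 µM for full effect; many of its hits are not listed in these tables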
PvdQ acylase: P. aeruginosa PvdQ acylase inhibition; purified PvdQ acylase, fluorescence plate reader; inhibition, % at 10 µM; hit rate 0.063% among 340,000; in the data active means inhibition above about 30%, passing the limit was not always enough;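 further: 0% = vehicle neutral wells and 100% = reference inhibitor wells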
SR-BI HDL uptake: mouse SR-BI HDL lipid transfer inhibition | Q61009 | AID 488896 | inhibition, % at 12.5 µM | hit rate 0.96% among 320,000 | ldlA[mSR-BI] CHO cells, DiI-HDL uptake fluorescence, 3 h;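 active means mean replicate inhibition of at least 70% and a set share of replicates each scoring 70 or more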;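 further: 0% = median of neutral control wells and 100% = median of positive control wells; values of inactives mirror those of a sister screen read the other way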
Target sequence (Q61009 whole entry, looked up): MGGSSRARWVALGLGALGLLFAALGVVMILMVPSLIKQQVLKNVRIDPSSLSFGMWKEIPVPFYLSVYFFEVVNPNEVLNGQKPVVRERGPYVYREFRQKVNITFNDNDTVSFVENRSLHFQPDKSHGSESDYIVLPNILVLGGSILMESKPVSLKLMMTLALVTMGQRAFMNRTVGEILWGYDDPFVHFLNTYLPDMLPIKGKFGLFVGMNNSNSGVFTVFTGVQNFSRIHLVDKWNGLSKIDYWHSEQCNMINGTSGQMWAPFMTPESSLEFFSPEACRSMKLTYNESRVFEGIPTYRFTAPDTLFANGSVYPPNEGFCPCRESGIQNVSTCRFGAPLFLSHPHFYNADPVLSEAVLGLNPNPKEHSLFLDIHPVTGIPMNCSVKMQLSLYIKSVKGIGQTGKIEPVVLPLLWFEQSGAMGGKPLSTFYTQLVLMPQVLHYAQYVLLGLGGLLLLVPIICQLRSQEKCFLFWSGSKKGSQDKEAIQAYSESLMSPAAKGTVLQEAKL
Wnt bcat act: activates Wnt/beta-catenin signaling in a reporter cell assay; AID 743398; hit rate 1.2% among 300,000; activator, plate reader; activation, % at 9.35 µM; in the data active means activation above about 30%, passing the limit was not always enough;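 further: 0% = neutral control wells and 100% = positive control wells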
dFosB act: enhances mouse delta FosB homodimer DNA binding; activation, % at 25 µM; purified delta FosB, TAMRA-CDK5 oligo fluorescence polarization; percent of positive-control signal above neutral wells; P13346; hit rate 0.99% among 340,000; AID 493131;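 active means mean activation above about 17%, with every replicate also reaching it, limit read from the data, passing the limit was not always enough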;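 further: fluorescence polarization rise as delta FosB binds a TAMRA Cdk5 AP-1 oligo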
MITF act: increases MITF-driven TRPM1 promoter luciferase signal. SK-MEL-5 TRPM1-promoter luciferase, 24 h; % of positive control, neutral wells = 0. activation, % at 12.5 µM. hit rate 0.75% among 300,000. AID 588334;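 active means mean activation of at least 80% with every replicate also reaching 80%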;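 further: 0% = neutral control wells and 100% = parthenolide positive control wells; values of inactives mirror those of a sister screen read the other way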
Active calls of the source: *; i = inactive; . = no result given.

SMILES	SR-BI uptake up	Rtt109 HAT inh	HTR5A ag ctr	cardiac RTF act	CDK5 inh	PvdQ acylase	SR-BI HDL uptake	Wnt bcat act	dFosB act	MITF act
COc1ccc(CN2C(=O)CC(=O)NC2=S)cc1	-5.4	13.6	3.6	0.5	-4.7	-9.7	5.4	0.1	8.4	13.4
O=P(Oc1ccccc1)(Oc1ccccc1)C(O)c1ccc(Cl)cc1 (stereo not drawn)	-0.7	-3.6	4.0	-0.3	-1.6	-9.5	0.7	-1.3	-6.4	-10.0
Cc1ccsc1/C=C1\C(=O)NC(=S)N(C)C1=O	23.9	-2.1	-5.1	0.9	-0.7	-15.4	-23.9	1.5	7.1	-69.6
Cc1ccc(S(=O)(=O)N(c2cc(Cl)c(O)c(Cl)c2)P(=O)(OC(C)C)OC(C)C)cc1	22.7	0.3	3.2	-3.8	-1.8	-13.0	-22.7	-0.1	-5.6	1.4
Oc1ccc(CC2CC3CCN2CC3)cc1O (stereo not drawn)	15.7	-12.2	1.3	-7.2	-1.8	2.6	-15.7	.	3.7	20.7
c1ccc2c3c([nH]c2c1)C1(CCNCC1)NCC3	18.3	8.7	2.4	13.3	-0.3	-4.7	-18.3	-13.1	-6.8	8.3
S=C1CN=C(c2ccccc2Cl)c2cc(Cl)ccc2N1	-2.8	1.9	2.1	5.2	0.7	-4.5	2.8	.	-3.1	-14.0
Cc1ccc(S(=O)(=O)CC(C)(O)C(=O)Nc2cccc(C(F)(F)F)c2)cc1 (stereo not drawn)	-2.8	4.9	-1.5	-2.8	1.9	0.7	2.8	.	-6.8	-14.8
COc1ccc(/C=C/C=C2C(=O)NC(=S)NC2=O)cc1	3.8	-2.2	-2.8	9.4	-4.8	-9.4	-3.8	-3.2	-14.1	-25.8
CC1=C(C/C(C)=C/c2ccccc2)/C(=C/CO)[C@H](O)[C@](C)(O)C12CC2	-5.5	-9.9	-5.6	4.1	-0.1	-9.1	5.5	-3.6	-11.3	5.0
CN1CCc2nc(SCC(=O)OC(C)(C)C)c(C#N)cc2C1	-3.1	-3.7	2.0	8.5	-1.3	-9.7	3.1	10.9	-4.1	.
O=C(Cc1ccccc1)N1CCN(C/C=C/c2ccccc2)CC1	6.5	-38.1	2.0	0.2	-2.6	-3.4	-6.5	.	-16.1	-4.9
c1ccc(-c2[nH]c(-c3ccccc3)[n+](CC3CO3)c2-c2ccccc2)cc1 (stereo not drawn)	16.0	-5.6	-2.7	-9.9	0.4	0.6	-16.0	.	-0.3	-12.8
Cc1ccc2c(c1)C1CN(C)CCC1N2C(=O)Nc1cccc(Cl)c1 (stereo not drawn)	10.1	7.5	.	2.4	0.0	-12.4	12.0	-6.8	-5.0	-6.4
COc1cc(N2CCOCC2)ccc1C=C1C(=O)NC(=O)NC1=O	-0.2	.	-1.7	-3.6	-0.3	-11.6	0.2	.	-0.8	12.3
COC(=O)C1=C(c2ccccc2OCc2ccccc2)C[C@@H]2CC[C@H]1N2C(=O)NCc1ccccc1	-17.2	1.4	5.6	5.8	-0.5	-7.3	17.2	-3.0	3.9	10.7
COc1ccc(-n2cnc3cc(C(=O)N4CCC5(CC4)OCCO5)ccc32)cc1	7.2	-4.2	1.8	4.0	-1.9	-5.7	-7.2	-3.7	-5.3	-19.7
O=C(O)C1C2CCC(O2)C1C(=O)NC1CCCCC1 (stereo not drawn)	18.6	-2.8	9.5	4.7	1.6	-1.3	-18.6	-3.1	-0.7	-6.1
CC(=O)OC1CC[C@]2(C#N)[C@H]3CC[C@]4(C)[C@H](C5C=CC(=O)O5)CCC4(O)C3CCC2(O)C1 (stereo partly drawn)	9.8	-3.1	18.7*	-5.4	0.6	-11.1	-9.8	-11.1	-4.1	-35.6
Cn1ccnc1P(=S)(c1nccn1C)N1CCOCC1	37.1	0.4	1.0	1.5	1.1	23.3	-37.1	-5.5	10.4	4.0
CC1CN=C(Nc2ccc(N(C)C)cc2)S1 (stereo not drawn)	10.3	0.6	1.4	6.0	-0.1	-19.4	-10.3	5.5	-1.9	21.3
CCOC(=O)C(NC(C)=O)C(OC(C)=O)c1cccc(N(CCCl)CCCl)c1 (stereo not drawn)	18.9	-0.4	0.5	-7.0	2.9	1.2	-18.9	.	7.3	-7.3
CC(Cc1ccccc1)NC(=O)Cc1ccc([N+](=O)[O-])cc1 (stereo not drawn)	-12.0	-1.7	-1.1	-1.6	-0.2	-11.4	12.0	0.5	-6.5	.
Nc1ccccc1C(=O)OCCc1ccccc1	-9.2	4.2	2.7	3.9	0.0	-3.9	9.2	67.6*	-2.2	85.4*

Some values from the entries so far:
Value for COc1cc(N2CCOCC2)ccc1C=C1C(=O)NC(=O)NC1=O under MITF act: 12.3
Value for Nc1ccccc1C(=O)OCCc1ccccc1 under cardiac RTF act: 3.9

The list continues:
SMILES	SR-BI uptake up	Rtt109 HAT inh	HTR5A ag ctr	cardiac RTF act	CDK5 inh	PvdQ acylase	SR-BI HDL uptake	Wnt bcat act	dFosB act	MITF act
O=C(c1cccn2c(=O)c3cc(Cl)ccc3nc12)N1CCC2(CC1)OCCO2	-5.0	i	4.5	-1.3	1.5	0.7	5.0	.	-0.3	5.8
Clc1ccc(C(Cn2ccnc2)OCc2csc3c(Cl)cccc23)c(Cl)c1 (stereo not drawn)	-20.9	-4.9	6.9	11.6	-6.2	-17.6	20.9	-8.0	-2.9	-5.1
CN1CCN(c2ccc(C=O)cc2)CC1	12.1	-3.1	-1.4	-16.2	0.2	8.4	-12.1	-2.3	-2.4	-12.4
CN1CCN(c2nccc3c2ncn3C)CC1	11.9	6.8	2.3	2.1	-0.2	-14.7	-11.9	-4.2	2.5	1.5
CCCNC(=O)N1[C@H]2CC[C@@H]1C(C(=O)OC)=C(c1ccc(F)cc1F)C2	9.4	-1.8	1.7	2.7	-0.7	-9.1	-9.4	12.4	-5.1	19.0
CCOP(=O)(OCC)C(CC)N1CCOCC1 (stereo not drawn)	24.4	-13.1	0.6	0.2	-3.2	0.4	-24.4	1.0	-4.7	2.0
CCOC(=O)C1(c2ccccc2)CCN(CC(O)c2ccc(NC(C)=O)cc2)CC1 (stereo not drawn)	-13.3	-6.0	-4.8	-5.2	0.4	-5.5	13.3	-2.8	-1.3	8.2
Cc1cccc(OCC(=O)N2CCN(Cc3ccncc3)CC2)c1	2.8	5.3	0.7	8.7	0.7	-5.0	-2.8	.	-7.8	0.7
O=C(CCN1CC2CCC(CC2)C1)c1cccs1	-3.6	-0.7	5.6	-3.0	-0.8	-9.1	3.6	-7.9	10.4	6.0
CCC1(C(=O)c2ccc(C)cc2)C2c3ccccc3OC(=O)C21C(=O)O (stereo not drawn)	26.3	-4.1	-3.3	2.3	-1.6	-0.4	-26.3	-0.3	3.6	13.3
COc1cccc(C(=O)N2CCC3(CC2)OCCO3)c1	10.0	-1.6	-3.0	-0.5	-0.4	-8.4	-10.0	2.0	1.9	-12.8
Cc1ccc2c(CN3CC=C(c4ccccc4)CC3)cc(=O)oc2c1C	7.9	3.5	-1.1	6.2	-1.1	-13.5	-7.9	-0.1	13.0	-1.5
CCOP(=O)(OCC)C(O)c1ccc(OC)cc1 (stereo not drawn)	17.4	-1.5	.	.	1.3	-9.1	-17.4	-1.4	-2.1	.
CC(=O)CC(=O)C1C(=O)N(C)C(=O)N(C)C1=O	7.8	-8.2	-3.2	0.6	-3.4	6.3	-7.8	-1.2	-1.0	-5.1
CC/C(=N\N1CCCCCC1)c1c(O)n(-c2ccccc2C)c(=O)[nH]c1=O	-16.1	-0.1	2.3	3.6	0.4	0.0	16.1	.	-1.1	1.0
CCc1ccc(NC2=NCCCS2)cc1	-8.5	2.3	-3.9	-1.5	-7.1	-15.6	8.5	-1.5	1.5	18.0
C[N+](C)(C)CC1CCCC(C[N+](C)(C)C)C1=O (stereo not drawn)	21.2	-17.3	-1.7	-0.7	-1.8	-5.2	-21.2	-2.0	0.1	2.2
CCC(CO)(C(=O)OC1C[N+]2(C)CCC1CC2)c1ccccc1 (stereo not drawn)	16.5	-9.6	1.2	3.6	-1.0	-12.0	-16.5	-0.2	-0.6	-5.6
CC(=O)c1ccc(OC(NC(=O)Cc2ccccc2)C(Cl)(Cl)Cl)cc1 (stereo not drawn)	-92.8	-0.9	-3.8	5.4	0.6	-5.8	92.8*	.	-9.2	-1.3
CCOc1cc(-c2nc3c(C)cccn3c2NCC2CCCO2)ccc1O (stereo not drawn)	5.2	-150.3	-6.1	-2.8	-2.4	5.1	-5.2	.	-5.5	-6.4
COc1ccc(NC(=O)CN(C)C(=O)CSC(c2ccccc2)c2ccccc2)cc1	-20.9	1.5	-4.3	-3.0	-2.7	-3.7	20.9	-2.0	-13.2	-1.1
CC(=NCc1ccc2c(c1)OCO2)c1c(O)n(C)c(=O)n(C)c1=O	-1.5	0.1	1.8	2.7	-1.9	-10.4	1.5	7.7	-11.4	.
CCn1c(O)c(N=Nc2ccc(S(=O)(=O)N3CCOCC3)cc2)c(=O)n(CC)c1=S	.	7.3	-6.0	-5.8	0.5	7.6	.	6.5	-5.1	-50.8
CC(CO)(CO)N=Cc1c(O)n(-c2cccc3ccccc23)c(=O)[nH]c1=O	18.0	4.1	-2.6	6.7	-0.6	-9.4	-18.0	.	-5.3	.
Cn1c(O)c(C=NCCCNC2CCCCC2)c(=O)n(C)c1=O	4.0	-3.8	-0.4	-0.5	-0.6	-15.9	-4.0	.	5.6	7.9
CN(C)c1ccc(/C=C2\CC3C4CC=C5CC(O)CCC5(C)C4CCC3(C)C2=O)cc1 (stereo not drawn)	-15.5	3.5	-2.2	-15.3	-0.6	1.1	15.5	.	-3.1	-11.1
CC(C)CCn1c(N)c(C(=O)OCC2CCCO2)c2nc3ccccc3nc21 (stereo not drawn)	-41.9	-233.1	5.4	-2.0	-1.7	-2.1	41.9	.	-4.4	-13.2
O=C(O)CC[N+](=O)[O-]	4.9	4.1	-1.3	-0.8	-0.1	2.2	-4.9	2.0	1.9	1.6
COc1ccc(OCC(=O)N2CCN(Cc3ccc4c(c3)OCO4)CC2)cc1	8.4	5.9	-4.3	4.8	-3.0	-14.2	-8.4	-1.1	-4.3	-0.6
N#CCCn1cc(C(=O)NCc2ccccc2)c(-c2ccccc2)n1	5.9	-7.5	2.8	-0.4	0.2	-7.5	-5.9	0.2	-6.2	-5.2
CC(=O)O[C@H]1C(=O)[C@@]2(C)C([C@H](OC(=O)c3ccccc3)[C@]3(O)C[C@H](O)C(C)=C1C3(C)C)[C@]1(OC(C)=O)CO[C@@H]1C[C@H]2O (stereo partly drawn)	21.1	-13.7	5.6	3.6	-0.5	-3.5	-21.1	-0.5	1.2	.

Only part of the results is shown; rates above refer to the full screens.
